# Screening results deposited in PubChem BioAssay by National Center for Advancing Translational Sciences (NCATS).
# 12-LOX inh – blocks human arachidonate 12S-lipoxygenase. P18054. purified 12hLO, xylenol orange hydroperoxide absorbance. Potency, µM (series often up to 108 µM), for inactives: top-dose activity change, negative = inhibition, hits mostly inhibitors. 1.1% of 580,000 active. AID 1671190; active means well fitted inhibition curve with a large enough effect; inconclusive means small, poorly fitted or top-dose-only effect, or another doubt; inactive means no such curve, though single readings can be large or run the other way
# Target sequence (P18054 whole entry, looked up): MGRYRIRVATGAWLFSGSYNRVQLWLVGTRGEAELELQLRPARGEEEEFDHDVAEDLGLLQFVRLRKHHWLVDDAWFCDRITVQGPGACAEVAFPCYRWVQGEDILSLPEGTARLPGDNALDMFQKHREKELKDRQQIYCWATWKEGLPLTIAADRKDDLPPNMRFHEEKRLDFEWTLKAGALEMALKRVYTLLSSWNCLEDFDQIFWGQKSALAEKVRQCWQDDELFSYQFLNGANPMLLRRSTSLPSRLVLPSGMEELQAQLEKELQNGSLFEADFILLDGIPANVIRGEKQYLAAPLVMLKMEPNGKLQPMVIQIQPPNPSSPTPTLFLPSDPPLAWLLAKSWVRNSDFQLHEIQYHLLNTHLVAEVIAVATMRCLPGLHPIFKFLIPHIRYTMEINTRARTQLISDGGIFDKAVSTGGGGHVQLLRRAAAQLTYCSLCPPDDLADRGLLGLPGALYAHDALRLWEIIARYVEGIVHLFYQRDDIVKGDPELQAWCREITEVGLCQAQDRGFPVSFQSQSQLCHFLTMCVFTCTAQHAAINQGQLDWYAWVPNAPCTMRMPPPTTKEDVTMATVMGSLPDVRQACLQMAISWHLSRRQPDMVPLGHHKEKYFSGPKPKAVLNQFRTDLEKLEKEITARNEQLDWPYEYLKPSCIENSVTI
#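 Purified human 12hLO (150 nM final) in 25 mM Hepes, 0.01% Triton X-100, pH 7.0 was preincubated 15 min at room temperature with compound. Then 40 uM arachidonic acid was added, 30 min. Hydroperoxide was read by Fe-XO absorbance ratio 573/405 nm.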
# The depositor's hits bear a star; ? = inconclusive; [ ] = dose if it differs, or a comment. On the % scale 0 is the no-effect control and ±100 the full control effect; potency means the concentration at half of the fitted maximal effect. This is a subset. The share of hits here may be higher or lower than overall.
12-LOX inh,Molecule
-17%,Nc1[nH]c(C(=O)c2ccc(Cl)cc2)c(-c2ccc(Br)cc2)c1C(=O)NCc1ccc(Cl)cc1Cl
12%,O=C(NCC1CC1)c1cn(C2CN(C(=O)C3CCOC3)C2)nn1 (stereo not drawn)
16%,CC(C)c1ccc(NC(=O)C2CCN(c3cc(C(F)(F)F)ncn3)CC2)cc1
?,Cc1ccc2oc(C(=O)O)c(C)c2c1
13%,O=C(c1cnccn1)N1CCCC(c2noc(COc3ccccc3F)n2)C1 (stereo not drawn)
21%,COc1ccc(C2(C(=O)NCC34CCCC=C3NC(=O)CC4)CC2)cc1 (stereo not drawn)
-31%,COC(=O)c1ccc(COC(=O)Cc2ccc(Cl)cc2Cl)cc1
-7%,CC(CNC(=O)[C@@H](Cc1ccccc1)NC(=O)[C@H]1O[C@@H](n2ccc(=O)[nH]c2=O)[C@H](O)[C@@H]1O)c1ccccc1 (stereo partly drawn)
-15%,O=C(NC1CCCCCC1)c1cc2c(s1)-c1ccsc1CC2
0%,O=c1c(-c2ccc(F)cc2)nc2cnc(Oc3ccccc3)nc2n1C[C@H]1CCCO1
-13%,CCOc1ccccc1NC(=O)CSCc1cc(=O)n2cccc(C)c2n1
7%,CS(=O)(=O)N1N=C(c2ccc(Cl)cc2)CC1c1ccccc1 (stereo not drawn)
12%,Cc1ccn(CC(=O)N2CC(F)(F)C[C@H]2c2nc(C3CC3)no2)n1
-2%,CCCCNC(=O)Cc1c[nH]c2ccccc12
-16%,O=C1NC2(CCN(S(=O)(=O)c3ccc(F)c(F)c3)CC2)N=C1c1cccs1
-2%,CN(C)c1ccc(C(=O)N[C@H]2C[C@H]3C(=O)NC[C@@H](CCC(=O)NCc4ccc(F)cc4)N3C2)cc1
0%,COc1ccc(Oc2ncc3nc(C)c(=O)n(-c4ccccc4)c3n2)cc1
83%[activator],Cc1cccc(NC(=O)N2CCc3nnc(C4CC4)n3CC2)c1
48%[activator],O=C(Cn1cccc1-c1nc(-c2ccc(F)cc2)no1)Nc1cccc(F)c1
43%,CCOc1ccc(C(=O)N2CCC3(CC2)C(=O)N(C)c2ccccc23)cc1OCC
-28%,Cc1ccc(NC(=O)CSc2nc3c(=O)[nH]cnc3n2CC2CCCO2)c(Cl)c1 (stereo not drawn)
11%,O=C(NC1CCCN(c2cc(-c3ccc(F)cc3)[nH]n2)C1)c1cccc(Cl)c1 (stereo not drawn)
3%,CN(C)C(=O)c1ccc(-c2ccccc2N(C)C)nc1
-10%,COC(=O)c1cc2c(c3c4cc(C)ccc4n(S(=O)(=O)c4ccc(C)cc4)c13)C(=O)N(Cc1ccccc1)C2
-34%,CN1NC(=O)c2ccccc2NC1=S
-14%,Cc1ccc(/C(O)=C2\C(=O)C(=O)N(CCCO)C2c2ccc(F)cc2)cc1 (stereo not drawn)
10%,Cc1ccc2c(=O)cc(C(=O)Nc3cccnc3)oc2c1C
38%,COc1ccc([C@@H](NC(=O)Cc2c(F)cccc2Cl)C2CC(O)C2)cn1 (stereo partly drawn)
2%,CC(C)(C)NC(=O)c1ccccc1SCc1ccc(F)cc1
?,NS(=O)(=O)c1ccc(Nc2nc(OCC3CCCCC3)c3[nH]cnc3n2)cc1

# Quoted from the results shown for reference:
12-LOX inh,Molecule
-14%,Cc1ccc(/C(O)=C2\C(=O)C(=O)N(CCCO)C2c2ccc(F)cc2)cc1 (stereo not drawn)
10%,Cc1ccc2c(=O)cc(C(=O)Nc3cccnc3)oc2c1C
38%,COc1ccc([C@@H](NC(=O)Cc2c(F)cccc2Cl)C2CC(O)C2)cn1 (stereo partly drawn)
2%,CC(C)(C)NC(=O)c1ccccc1SCc1ccc(F)cc1
?,NS(=O)(=O)c1ccc(Nc2nc(OCC3CCCCC3)c3[nH]cnc3n2)cc1

# 3 of the entries above in order of their number in 12-LOX inh, smallest number first.
12-LOX inh,Molecule
-34%,CN1NC(=O)c2ccccc2NC1=S
-16%,O=C1NC2(CCN(S(=O)(=O)c3ccc(F)c(F)c3)CC2)N=C1c1cccs1
12%,O=C(NCC1CC1)c1cn(C2CN(C(=O)C3CCOC3)C2)nn1 (stereo not drawn)

# Later entries
12-LOX inh,Molecule
57%[activator],CNC1CCN(C(=O)CC2(Cc3ccccc3)C(=O)N(C)c3ccccc32)CC1 (stereo not drawn)
70%[activator],CN(C)C[C@@H]1CN(c2ccncn2)C[C@H]1NC(=O)COc1ccccc1
-3%,N#Cc1cccc(NC(=O)O[C@@H]2CO[C@H]3[C@@H]2OC[C@@H]3Nc2nccc(-c3cccc(C#N)c3)n2)c1
-7%,CN(CC1CCOCC1)C(=O)c1ccc(Cl)cc1
-5%,O=C(CN1CC[C@H](N2CCOCC2)[C@H](CCCO)C1)NCc1ccccc1
15%,Cc1cccc(-c2nc3cc4c(cc3cc2CN2CCC[C@H]2C(N)=O)OCO4)c1
-1%,CCc1ccc2oc(C(=O)Nc3nnc(C(C)C)s3)cc(=O)c2c1
1%,O=c1oc2ccc(Cl)cc2cc1-c1nc(-c2ccc(F)cc2)no1
85%[activator],COc1ccc2ccc(OCc3nc(C(=O)NCc4csc(N)n4)co3)cc2c1
?,CSc1ccc(/C=C/C(=O)c2cccc(Br)c2)cc1
37%[activator][176 µM],COc1ccc(-c2nnc([C@H]3CCN(C(=O)c4ccccc4)C3)o2)cc1
41%,CC(C)c1ccc(C(=O)N2CCc3[nH]nc(C(=O)NCCCc4ccccc4)c3C2)cc1
?,CCc1noc(-c2cn(C3CCN(C(=O)c4ccc(C)cc4C)C3)nn2)n1 (stereo not drawn)
68%[activator],CC(C)(C)NC(=O)N1CC(c2noc(C3CCCN3CC3CC3)n2)C1 (stereo not drawn)
-17%,COCc1ccc2c(c1)c(OC(C)(C)C(=O)NCC[S+](C)(=O)[O-])nn2Cc1ccccc1
-21%[176 µM],N[C@H]1CO[C@H]2[C@@H]1OC[C@@H]2n1cc(-c2ccccc2)nn1
1%,COc1ccc(OC)c(NC(=O)CC2SCCNC2=O)c1 (stereo not drawn)
?,Cc1ccc(CN2C(=O)c3cc(-c4ccccc4)nn3CC2(C)C(=O)NCc2ccccc2)o1 (stereo not drawn)
-1%[6.33 µM],CC(=O)N1Cc2ccccc2CC2(CCCN(Cc3ccncc3)C2)C1 (stereo not drawn)
?,Clc1cccc(CNCCCn2ccnc2)c1
13%,CN(C)CC(C)(O)c1ccc2c(c1)CN(Cc1cnn(-c3ccccc3)c1)CCO2 (stereo not drawn)
8%,Cc1ccc(C2Cn3nnc(C(=O)N4CCC(C(=O)Nc5ccc(Cl)cc5)CC4)c3CO2)cc1 (stereo not drawn)
-1%,COc1ccc(C)cc1NC(=O)N1C[C@@H](F)C[C@H]1C(=O)N1CCCCC1
-20%[57.4 µM],Nc1nccc(Oc2ccc(NC(=O)c3c[nH]cc(-c4ccc(F)cc4)c3=O)cc2F)c1Cl
?,O=C(O)c1ccc(OCc2nnnn2-c2ccc(Br)cc2)cc1
3%[6.33 µM],O=C1NC(=NC2CCCCC2)C2(CCN([S+](=O)([O-])c3ccccc3)C2)N1c1cccnc1 (stereo not drawn)
2%,O=C(Nc1ccccc1)N1CCC2(CC1)SCC(=O)N2c1ccc(Cl)cc1
18%,FC(F)(F)c1ccc(-c2noc(CSc3nc4ccccc4o3)n2)cc1
5%,Cc1ccccc1CN1CCC(C(=O)O)CC1
13%,CNC(=O)C(=O)NC1CC(C)(C)NC(C)(C)C1

# Quoted at random: 6 compounds from above, in no set order.
12-LOX inh,Molecule
-3%,N#Cc1cccc(NC(=O)O[C@@H]2CO[C@H]3[C@@H]2OC[C@@H]3Nc2nccc(-c3cccc(C#N)c3)n2)c1
?,CCc1noc(-c2cn(C3CCN(C(=O)c4ccc(C)cc4C)C3)nn2)n1 (stereo not drawn)
1%,O=c1oc2ccc(Cl)cc2cc1-c1nc(-c2ccc(F)cc2)no1
37%[activator][176 µM],COc1ccc(-c2nnc([C@H]3CCN(C(=O)c4ccccc4)C3)o2)cc1
?,CSc1ccc(/C=C/C(=O)c2cccc(Br)c2)cc1
-1%[6.33 µM],CC(=O)N1Cc2ccccc2CC2(CCCN(Cc3ccncc3)C2)C1 (stereo not drawn)

# The list continues.
12-LOX inh,Molecule
-16%,CCN(CC)C(=S)Nc1ccccc1Cl
?,COc1ccc(Nc2cc3[nH]c(-c4cccc(C(F)(F)F)c4)cc3cn2)cc1OC
43%[activator],O=[S+]1([O-])NCC2(CCN(Cc3ccccc3)CC2)Nc2ccccc21
?,COc1ccc(C2Cn3nnc(C(=O)N4CCC(C(=O)Nc5cccc(Cl)c5)CC4)c3CO2)cc1 (stereo not drawn)
?,CCc1cccc(NC(=O)Cn2c(Nc3cc(C)cc(C)c3)nc(C)cc2=O)c1
23%[176 µM],c1ccc(CCN2CCNc3cc(NCCN4CCOCC4)ncc3C2)cc1
2%[6.33 µM],C=CCNC(=O)c1cnn2c1CN(C(=O)OCc1ccccc1)CC2
?,Cc1noc(C)c1S(=O)(=O)Nc1ccccc1SCc1cc(=O)n2cc(Cl)ccc2n1
52%[activator][176 µM],CCOCC1(C)COc2ccc(C(=O)Nc3ccccn3)cc2N1 (stereo not drawn)
?,O=C(O)/C=C/c1ccc(F)cc1
6%,C=CCNC(=O)N(CCc1ccccn1)Cc1ccc(F)cc1
?,CCCCCCCCCCS(=O)(=O)N/N=C/c1c[nH]c2ccccc12
13%,COc1ccccc1NC(=O)CSc1nncn1CCc1cccs1
24%,CC(C)n1cnnc1CC1CCN(S(=O)(=O)Cc2ccccc2)C1 (stereo not drawn)
6%,Cc1cccc(C)c1-n1nnnc1SCn1nnc2ccccc2c1=O
?,CCN(CC)S(=O)(=O)c1cc(NS(=O)(=O)c2ccc3ccccc3c2)ccc1C
-2%,Cc1ccc(CNC(=O)Cn2ccn3nc4c(c3c2=O)CCCC4)cc1
9%,O=C(NCCOc1ccccc1)c1ccc2ccccc2n1
38%,CC(C(=O)NCc1cc(F)ccc1F)C1CCOCC1 (stereo not drawn)
17%,CN(CC1CCOC1)C(=O)Nc1ccccc1 (stereo not drawn)
55%[activator][176 µM],O=c1ncn(CC2CC2)c2ccc(-c3ccoc3)nc12
14%,Cc1ccc(C(=O)N2CC3(Cc4ccccc4N([S+](C)(=O)[O-])C3)C2)cc1
4%,COc1ccc(N2CC(c3noc(-c4ccc(C(C)(C)C)cc4)n3)CC2=O)cc1 (stereo not drawn)
225%[activator],Cc1nc2cnc(Nc3ccccc3)nc2n(CCC#N)c1=O
17%,O=C(Oc1ccc2ccccc2c1)c1cc2ccccc2oc1=O
5%,CN(C)C[C@@H]1CN(c2ncccn2)C[C@H]1NC(=O)Cc1ccsc1
29%,CC1(c2ccccc2)N(Cc2cccnc2)C(=O)OC12CCN(Cc1ccc3c(c1)CCO3)CC2 (stereo not drawn)
15%[6.33 µM],CC(=O)N1CCCC2(Cc3ccccc3CN2S(=O)(=O)c2ccccc2)C1 (stereo not drawn)
-41%,Cc1ccc2c(c1)cc(C(=O)NCc1cccs1)n2C
6%,CCC(C)NC(=O)C1COC2(CCN(C(=O)c3ccc(F)cc3F)CC2)N1C(=O)c1ccccc1 (stereo not drawn)
?,CCOc1ccccc1-c1noc(COC(=O)Cc2n[nH]c(=O)c3ccccc23)n1
54%[activator],O=C(CSc1nc2ccc(NC(=O)c3ccc(F)cc3)cc2s1)NCc1ccccc1
29%,COCCNC(=O)[C@H]1C[C@H](Oc2ccccc2)CN1C(=O)NCc1ccc(F)cc1
23%,Cc1ccc(-c2ccc3nnc(CNC(=O)c4ccn[nH]4)n3n2)cc1C
23%,O=C(CCCCc1nc2ccccc2s1)NC1CCCCCC1
12%,CN(C)[C@H]1CCCCN(C(=O)c2coc(CN3CCOCC3)c2)C1
25%,CC(c1nc(C2CC2)no1)N1CCC(c2ccnn2CCO)CC1 (stereo not drawn)
-9%,CO[C@H]1[C@H](NC(=O)Cn2nc(C)c(C)c2C)c2ccccc2C12CCNCC2
-37%,Cc1ccc(NS(=O)(=O)c2cc(-c3ccc4nnc(C)n4n3)ccc2C)cc1
?,COc1cccc(Nc2nc(-c3ccc4c(c3)CCN4S(C)(=O)=O)cs2)c1
-8%,Cc1ccsc1C(=O)N1C[C@@H]2CCCN3CCC[C@@H]([C@H]23)[C@H]1CCCC(=O)N1CCOCC1
?,Cn1nc(C(=O)NN2C(=O)NC(c3ccccc3)(c3ccccc3)C2=O)c2ccccc2c1=O
-1%,COc1ccc(-c2coc3cc(OCC(=O)NCc4ccc(Cl)cc4)ccc3c2=O)cc1OC
6.3µM*,COc1ccc(C(=O)C(Br)C(=O)c2ccc(OC)cc2)cc1
14%,O=C1C(N2CCN(S(=O)(=O)c3ccc(Cl)cc3)CC2)CCN1CCc1ccccc1 (stereo not drawn)
2%,O=C(c1ccc2[nH]ccc2c1)N1CCN(S(=O)(=O)c2cccc3nonc23)CC1
-2%,O=C(NCc1nc(-c2ccc(Cl)cc2)no1)Nc1cccc2ccccc12
-2%,CCOc1cc(C2CC(=O)NC(SCC(=O)OC)=C2C#N)ccc1O (stereo not drawn)
?,N#Cc1ccccc1COc1ccc(C=O)cc1
43%,COc1ccc(Nc2oc(COc3ccccc3C)nc2C#N)cc1
52%[activator],NCC(=O)N1CCC(N2CCCC(C(=O)NCc3ccccc3)C2)CC1 (stereo not drawn)
14%,CC(C)c1noc(-c2cn(C3CCN(C(=O)c4ccc(F)cc4Cl)CC3)nn2)n1
-17%,Cc1nnc(NC(=O)c2csc(NC3CC3)n2)s1
?,Cc1ccc(C(=O)N2CCCC3(CC(c4ccccn4)=NO3)C2)cc1 (stereo not drawn)
30%,CCCc1noc(-c2cn(C3CCN(C(=O)c4ccc(OC)cc4)CC3)nn2)n1
26%[176 µM],CCN(CC)C(=O)[C@@H]1CCC[C@@H](NCc2cccnc2)CN(C)C(=O)C1
0%,Cc1cc(C)nc(CC#N)n1
1%[176 µM],CCCCCC(=O)N[C@H]1C[C@@H](Cc2cc(CN3CCOCC3)on2)C1(C)C
?,COCc1cn(C[C@H]2C[C@@H](NC(=O)c3cncnc3)[C@H](O)[C@@H]2O)nn1
-4%,O=C(Nc1ccc(Cl)c(C(F)(F)F)c1)c1c(Cl)cccc1Cl
